PMI inhibition = human PMI inhibitors, high substrate, primary screen, biochemical, fluorescence intensity, high mannose 6-phosphate (AID 1220). recombinant PMI enzyme, coupled fluorescence intensity; higher % means a stronger effect. inhibition, % at 20 µM; hits with a dose series show IC50 in µM. actives 0.66% (n = 190,000)
human PMI inhibition = MPI enzyme activity inhibition – biochemical, fluorescence intensity, coupled assay, primary screen (AID 1209); purified PMI enzyme, coupled fluorescence intensity; higher % means a stronger effect; inhibition, % at 20 µM, or IC50 in µM where a hit was titrated; actives 0.42% (n = 190,000);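 further: plate controls were DMSO vehicle for no effect and wells lacking substrate for full effect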
M1AAP inhibition = malaria alanyl aminopeptidase activity blockers – biochemical, fluorogenic H-Leu-NHMec substrate, 1536-well (AID 1445) | actives 0.42% (n = 220,000) | inhibition, % at 30 µM, or IC50 in µM where a hit was titrated | recombinant M1AAP, H-Leu-NHMec fluorogenic kinetic assay; higher % means a stronger effect;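 active means primary inhibition above the hit cutoff, then over 50% inhibition at one or more dose response concentrations, cut at about 23% in these data, passing the limit was not always enough; inconclusive means conflicting primary data, or primary hits not chosen for dose response; inactive means low primary inhibition, or under 50% at every dose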;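 further: plate controls were DMSO full reaction for no effect and no enzyme background for full effect; strong numbers were not always called active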
AID2073 = disruptors of CaV2.2 binding to Mint1 – biochemical, HTRF (AID 2073); HTRF protein-protein interaction, Mint1-CaV2.2; higher % means a stronger effect; inhibition, % at 20 µM; hits with a dose series show IC50 in µM; actives 0.19% (n = 290,000); in the data active means inhibition mostly above about 51%, no sharp cut-off; inconclusive means no clear call, values can overlap the other calls; inactive means mostly below about 53%; further: some results filed as inactive read as strong as hits
Siah-1 displacement = blockers of Siah-1 interaction with plectin peptide – biochemical, fluorescence polarization, rhodamine-plectin, uHTS, primary screen (AID 1817); one-dose displacement, % at 20 µM; IC50 in µM for titrated hits; Siah-1 / rhodamine-plectin peptide fluorescence polarization; higher % means a stronger effect; actives 0.02% (n = 290,000);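 active means displacement of at least 50% at 20 µM, with a fluorescence ratio check between 0.3 and a set limit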;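 further: plate controls were Siah plus tracer with DMSO for no effect and tracer alone without Siah for full effect; strong numbers were not always called active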
P. falciparum M17LAP = P. falciparum M17LAP inhibitors, primary screen, biochemical, fluorogenic H-Leu-NHMec substrate, 1536-well (AID 1619); recombinant M17LAP, H-Leu-NHMec fluorogenic kinetic assay; higher % means a stronger effect; actives 0.38% (n = 220,000); inhibition, % at 30 µM; hits with a dose series show IC50 in µM;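 active means compound inhibiting the enzyme by more than half at any dose during confirmatory dose-response retesting; inconclusive means strong single-dose inhibitors picked by rank but not retested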;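 further: plate controls were full reaction with DMSO carrier for no effect and no enzyme background for full effect; strong numbers were not always called active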
Dynein transport = blocks dynein driven cargo transport along microtubules; 3617.4 mouse cells, GR-EGFP nuclear translocation imaging; test concentration mostly 20 µM; stimulated with dexamethasone, 1 µM; hits give low values; z-score, hits read low; actives 0.47% (n = 220,000);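 active means plate z-score of nuclear minus cytoplasmic receptor signal below a set negative limit, without overly bright fluorescence or cell loss, cut at about -3.5 in these data, passing the limit was not always enough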;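 further: z-score of nuclear minus cytoplasmic ring GR-EGFP intensity difference per well; some compounds called inactive have numbers as strong as hits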
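Buffer or medium: tet-free medium with charcoal-stripped serum / Also added: dexamethasone agonist, 1.0 µM final, for 30 min / Timing: induction 48 h, compound 1 h, agonist 30 min / Measured by: high-content fluorescence imaging after fixation / Read-out: nuclear-to-cytoplasmic GR-EGFP distribution per well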
LYP inhibition = PTPN22 lymphoid phosphatase activity blockers – biochemical, fluorescence intensity, uHTS (AID 1779). recombinant LYP phosphatase, fluorescence intensity; higher % means a stronger effect. one-dose inhibition, % at 11.5 µM; IC50 in µM for titrated hits. actives 0.054% (n = 290,000);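 further: plate controls were vehicle with enzyme for no effect and no enzyme for full effect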
XIAP antagonists = small molecules displacing peptide from XIAP – biochemical, IAP family, fluorescence polarization (AID 1018); XIAP BIR domain, fluorescence polarization peptide displacement; higher % means a stronger effect; one-dose displacement, % at 20 µM; IC50 in µM for titrated hits; actives 0.007% (n = 200,000); in the data active means displacement above about 50%; further: a part of the inactive calls stands beside numbers as strong as those of hits
Dynein transport cytoplasmic EGFP = also measured in Dynein transport; calls as there; z-score; measured here: cytoplasmic GR-EGFP intensity; hits give high values
Dynein transport nuclear GR-EGFP = second read-out of Dynein transport, no call of its own (marks repeat the call); z-score; measured here: nuclear GR-EGFP intensity;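 lower value marks the stronger effect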
Dynein transport cell count = also measured in Dynein transport; calls as there; z-score; measured here: cell count per field
An asterisk follows results filed as active; ? = inconclusive; / = not tested or not shown. Unless noted, no stated cut-off is given here; in the data, active means inhibition above about 50%; inactive means the rest.

entry	compound	PMI inhibition	human PMI inhibition	M1AAP inhibition	AID2073	Siah-1 displacement	P. falciparum M17LAP	Dynein transport	Dynein transport cytoplasmic EGFP	Dynein transport nuclear GR-EGFP	Dynein transport cell count	LYP inhibition	XIAP antagonists
1	COc1ccccc1NC(=O)Cn1c(CN2CCCCC2)nc2ccccc2c1=O	-1%	-5%	22%	5%	-7%	5%	-0.19	-0.21	-0.26	0.62	2%	-3.0%
2	c1ccc(-c2nnc(SCc3cn4ccsc4n3)o2)cc1	-6%	-3%	1%	2%	1%	6%	-0.078	-0.19	-0.055	0.33	-8%	0.7%
3	O=c1oc(-c2cccs2)nc2sc3c(c12)CCCC3	5%	4%	8%	0%	-2%	10%	-0.076	-0.11	0.28	0.2	-8%	3.5%
4	CCOC(=O)c1c(CCl)nc2ccccc2c1C	-11%	-14%	-1%	2%	6%	-4%	-0.35	-0.15	-0.17	0.68	-6%	-7.1%
5	Cn1c(=O)c2c(nc(CN3CCc4ccccc4C3)n2Cc2cccc(Cl)c2)n(C)c1=O	-8%	10%	22%	1%	8%	8%	-0.29	-0.19	0.18	0.52	3%	-0.7%
6	Cc1ccc(N2CC(C(=O)OCc3ccccc3F)CC2=O)cc1 (stereo unspecified)	8%	3%	-7%	3%	3%	20%	1.8	-0.039	0.77	-0.81	-1%	-2.4%
7	S=C1NCN(Cc2ccco2)CN1	/	/	5%	0%	-1%	0%	-0.075	0.052	-0.25	0.2	-4%	/
8	CC(C)(C)c1ccc(CN(Cc2ccccc2)C(c2ccccn2)c2nnnn2C(C)(C)C)cc1 (stereo unspecified)	18%	24%	-1%	8%	-3%	6%	0.75	0.13	0.61	0.18	-1%	-1.7%
9	CCSc1c(C(=O)NC)ccc2c1C(=O)c1ccccc1C2=O	28%	6%	3%	-2%	5%	1%	-0.85	-0.14	-0.2	-0.097	-7%	-7.6%
10	CCN(CC)C(=O)c1cn(CC)c(=O)c2cc(OC)c(OC)cc12	0%	0%	3%	-2%	3%	2%	0.39	-0.18	0.8	-0.72	-2%	-1.9%
11	O=C(COC(=O)C1CC2C=CC1C2)Nc1ccccc1 (stereo unspecified)	4%	13%	8%	-14%	-1%	5%	0.31	-0.22	0.32	-0.091	-8%	-4.9%
12	CC(C)Oc1ccc(C(CC(=O)O)NC(=O)CSc2ncn[nH]2)cc1 (stereo unspecified)	-2%	1%	7%	11%	-1%	47µM*	0.14	-0.2	0.42	-0.84	-3%	-4.7%
13	CCN1CCN(c2cc(C)c3cc(NC(=O)c4ccc5c(c4)OCO5)ccc3n2)CC1	12%	12%	11%	3%	-4%	14%	0.89	0.31	0.98	-1.3	-1%	-5.2%
14	CN(C)c1ccc(-c2nnn(CC(=O)NCc3ccc4c(c3)OCO4)n2)cc1	-4%	-8%	-2%	37%	18%	-4%	0.2	-0.17	0.92	-1.8	-7%	-7.3%
15	CC(C)(C)C(=O)N(Cc1nc2ccccc2c(=O)[nH]1)Cc1cccs1	-12%	-7%	6%	18%	0%	7%	-0.73	-0.26	-0.5	1.3	2%	-1.0%
16	CC1CCCN(C(=O)C2c3ccccc3C(=O)N3CCc4ccccc4C23)C1 (stereo unspecified)	0%	-2%	10%	3%	5%	-4%	0.99	-0.17	0.58	-0.31	1%	-3.7%
17	Cc1ccc(-c2noc(CN3CCOCC3)n2)cc1	6%	5%	7%	12%	-5%	-1%	0.44	-0.23	-0.68	0.68	-9%	-3.8%
18	COc1ccc(NC(=O)CCCN(C)S(=O)(=O)c2ccc(C)cc2)cc1	-3%	-6%	3%	3%	4%	8%	-0.41	-0.31	-0.57	0.88	2%	-1.1%
19	O=C(Nc1ccc2c(c1)OCO2)Nc1ccccn1	20%	-2%	5%	-11%	-6%	10%	0.22	-0.28	-0.12	0.27	-4%	-5.3%
20	Cc1c(C(=O)OCC(=O)N2c3ccccc3CC2C)oc2ccccc12 (stereo unspecified)	-2%	1%	-1%	12%	5%	-3%	0.49	-0.43	0.16	-0.24	3%	-34%
21	COCCCNc1oc(-c2ccccc2Cl)nc1C#N	3%	-5%	4%	2%	-5%	1%	0.059	-0.29	0.54	-0.039	-1%	-5.4%
22	C=C(C)CSc1nnc2n(N)c(=O)c3ccccc3n12	-6%	-5%	1%	1%	0%	10%	1	0.016	0.74	-0.37	-2%	0.3%
23	Clc1ccc(CSC2=NCCCN2)cc1Cl	-10%	-4%	-4%	-4%	-6%	-2%	-0.82	-0.2	-0.31	0.86	-9%	-4.4%
24	O=C(CCn1c(=O)sc2ccccc21)NCCCn1ccnc1	-14%	-11%	-2%	9%	5%	-6%	-0.92	-0.19	-0.086	-0.37	-5%	-6.2%
25	Cc1cc(C)c[n+](C(C)C(=O)c2ccc(-c3ccccc3)cc2)c1 (stereo unspecified)	-29%	-17%	6%	-2%	-4%	12%	0.26	-0.13	0.34	-0.49	-1%	3.2%
26	CCCOc1ccc(C(CC(=O)O)NC(=O)c2ccc3c(c2)OCO3)cc1 (stereo unspecified)	-4%	-4%	-1%	5%	0%	8%	1.1	-0.11	0.76	0.087	-10%	-1.3%
27	CCCCn1c(SCc2ncc(-c3ccccc3)o2)nc2cc(S(N)(=O)=O)ccc21	3%	-5%	7%	33%	6%	0%	-0.61	-0.37	-0.25	0.63	6%	-3.4%
28	CCCCN(C)c1ccc([N+](=O)[O-])cc1	3%	-6%	3%	1%	0%	-3%	0.81	-0.25	0.48	0.16	3%	-4.2%
29	CSc1ccc(CNC(=O)c2c(C)noc2C)s1	/	/	-12%	0%	-1%	-3%	-0.27	-0.23	-0.19	0.29	-8%	/
30	Cc1ccc(C)c(OCC(O)CN2CCCCC2C)c1 (stereo unspecified)	7%	-3%	-2%	?	-3%	5%	-1.3	-0.2	-0.39	0.7	-6%	-3.0%

Some of the entries so far, with one line to a screen.
21	COCCCNc1oc(-c2ccccc2Cl)nc1C#N
30	Cc1ccc(C)c(OCC(O)CN2CCCCC2C)c1 (stereo unspecified)
1	COc1ccccc1NC(=O)Cn1c(CN2CCCCC2)nc2ccccc2c1=O
23	Clc1ccc(CSC2=NCCCN2)cc1Cl

| assay / entry | 21 | 30 | 1 | 23 |
| --- | --- | --- | --- | --- |
| PMI inhibition | 3% | 7% | -1% | -10% |
| human PMI inhibition | -5% | -3% | -5% | -4% |
| M1AAP inhibition | 4% | -2% | 22% | -4% |
| AID2073 | 2% | ? | 5% | -4% |
| Siah-1 displacement | -5% | -3% | -7% | -6% |
| P. falciparum M17LAP | 1% | 5% | 5% | -2% |
| Dynein transport | 0.059 | -1.3 | -0.19 | -0.82 |
| Dynein transport cytoplasmic EGFP | -0.29 | -0.2 | -0.21 | -0.2 |
| Dynein transport nuclear GR-EGFP | 0.54 | -0.39 | -0.26 | -0.31 |
| Dynein transport cell count | -0.039 | 0.7 | 0.62 | 0.86 |
| LYP inhibition | -1% | -6% | 2% | -9% |
| XIAP antagonists | -5.4% | -3.0% | -3.0% | -4.4% |

Continued.
Below each SMILES: PMI inhibition | human PMI inhibition | M1AAP inhibition | AID2073 | Siah-1 displacement | P. falciparum M17LAP | Dynein transport | Dynein transport cytoplasmic EGFP | Dynein transport nuclear GR-EGFP | Dynein transport cell count | LYP inhibition | XIAP antagonists
(31) O=C(N/N=C/c1c(O)n(Cc2ccco2)c(=O)[nH]c1=O)c1ccccc1
    / | / | 7% | 13% | -15% | 34% | 0.67 | -0.11 | 0.83 | -0.11 | 2% | /
(32) CC(C)Cn1c(N)c(C(=O)COC(=O)c2ccc3c(c2)OCCO3)c(=O)n(C)c1=O
    19% | 28% | 8% | 7% | 0% | -5% | -0.46 | -0.18 | 0.0054 | 0.4 | 0% | -11%
(33) CC(=O)c1c(C)n(CC(=O)NCc2ccc3c(c2)OCO3)c2ccccc12
    10% | 12% | -6% | 6% | 5% | 3% | -0.1 | -0.25 | 0.054 | -0.15 | 1% | -5.5%
(34) O=[N+]([O-])c1ccc(Cl)c(/C=N/n2c(COc3ccccc3)n[nH]c2=S)c1
    27% | 30% | 6% | -8% | 2% | 12% | 0.3 | -0.18 | 1.2 | -0.49 | 5% | -1.6%
(35) COCCNC(=O)c1cc(-c2cccs2)on1
    15% | 14% | 0% | 0% | 8% | 2% | -1.1 | -0.24 | -0.35 | 0.58 | 2% | -2.4%
(36) CCOC(=O)N1CCN(C(=O)c2cc(-c3ccc(OCC)cc3)nc3ccccc23)CC1
    9% | 15% | 13% | 30% | 9% | -19% | -0.66 | -0.31 | -0.37 | -0.22 | -2% | 4.8%
(37) C/C(=N\Nc1c([N+](=O)[O-])c(C)nn1C)c1ccc(F)cc1F
    -8% | -6% | 9% | 8% | -7% | 0% | -0.39 | -0.28 | 0.1 | 0.24 | 1% | -3.8%
(38) On1nnc2c3ccccc3c3ccccc3c21
    7% | 3% | 0% | 6% | 0% | 54% | -0.5 | -0.3 | -0.2 | 1.6 | -2% | -3.5%
(39) COc1ccc(Cl)cc1NC(=S)NCc1cccnc1
    2% | -3% | 1% | -7% | -3% | 4% | -1.2 | -0.2 | -0.14 | 1.2 | 0% | 1.8%
